# Source: PubChem
# PolyA inh: yeast polyadenylation inhibition; hit rate 0.02% among 300,000; calls only at 12 µM; S. cerevisiae SKY197-pL101 polyadenylation reporter, beta-gal luminescence; efflux-impaired pdr1/pdr3 knockout yeast; score 100 = 6 SD above DMSO;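 active means lowest replicate activity score at least 50, where 100 means six control SD above control mean; inconclusive means lowest score under 50 but half or more replicates reach 50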;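 further: yeast exposed to compound for 9 h at 30 °C; higher score means more reporter readthrough which indicates perturbed polyadenylation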
# GSK3beta inhib: inhibitors of human GSK3beta kinase. P49841. AID 2097. GST-GSK3beta kinase, ADP-Glo luminescence, 60 min; stronger effect = lower value. activity score (negative = inhibition), % at 10 µM. hit rate 0.038% among 300,000;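 active means more than half of replicate wells score below -50%, meaning over 50% inhibition versus plate controls; inconclusive means some replicates but at most half score below -50%; inactive means no replicate scores below -50%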;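 further: 0% = median DMSO wells and -100% = median GW8510 positive control wells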
#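 test system = GST-tagged human GSK3beta kinase, cell-free | reagent = 25 µM ATP with peptide substrate | dosing = one dose of 10 µM per compound | schedule = 60 min reaction, RT | detection = luminescent ADP-Glo measurement of ADP formed | control set = DMSO neutral wells and GW8510 at 20 µM as positive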
# HSP90 inh: inhibitors of HSP90 luciferase refolding in rabbit reticulocyte lysate; inhibition, % at 5.6 µM; luciferase refolding luminescence, 3 h; hit rate 0.91% among 290,000; AID 1789;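 active means inhibition above the screen-wide mean plus 3 SD, computed separately per campaign, cut at about 16% in these data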;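 further: 0% = DMSO wells and 100% = 60 µM geldanamycin wells; inhibitors lower the luminescence because luciferase stays unfolded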
# HDAC3 inhib: blocks human histone deacetylase 3; AID 2718; hit rate 0.15% among 320,000; inhibition, % at 8.3 µM; recombinant HDAC3, fluorogenic peptide/trypsin coupled, fluorescence; O15379; in the data active means inhibition above about 26%, passing the limit was not always enough; inconclusive means no clear call, values can overlap the other calls
# Target sequence (O15379 whole entry, looked up): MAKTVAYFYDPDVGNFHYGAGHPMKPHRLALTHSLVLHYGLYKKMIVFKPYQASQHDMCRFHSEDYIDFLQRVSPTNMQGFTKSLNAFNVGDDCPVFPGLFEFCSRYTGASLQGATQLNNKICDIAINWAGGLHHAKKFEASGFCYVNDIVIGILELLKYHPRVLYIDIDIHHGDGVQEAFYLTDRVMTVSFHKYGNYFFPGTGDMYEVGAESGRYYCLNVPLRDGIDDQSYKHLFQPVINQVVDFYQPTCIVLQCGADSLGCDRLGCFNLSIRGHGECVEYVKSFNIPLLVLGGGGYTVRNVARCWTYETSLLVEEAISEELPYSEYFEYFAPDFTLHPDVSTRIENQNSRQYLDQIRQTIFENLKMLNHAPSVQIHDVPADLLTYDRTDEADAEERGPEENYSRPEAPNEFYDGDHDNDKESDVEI
# DYRK1A inh: inhibitors of rat Dyrk1A kinase. inhibition, % at 12.5 µM. hit rate 0.43% among 310,000. ADP-Glo luminescence, NFATc1 peptide. Q63470. AID 504441; in the data active means inhibition above about 50%;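 further: plate controls were vehicle with enzyme for no effect and no enzyme for full effect; many of its hits are not listed in these tables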
# HSF-1 act: increases HSF-1 driven luciferase reporter signal; NIH3T3-HGL HSF-1 luciferase reporter, MG132, 8 h; 100% = twice DMSO control signal; activation, % at 9 µM; hit rate 1.7% among 300,000; AID 504408;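 active means mean replicate activation of at least 50% with a set share of replicates each reaching 50%; inconclusive means only one of those two conditions met; inactive means mean below 50% and too few replicates reaching it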;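 further: 0% = median of the neutral control wells and 100% = twice that signal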
# GSK3 alpha inh: inhibitors of human GSK-3 alpha kinase; P49840; ADP-Glo luminescence, 60 min; inhibition, % at 10 µM; hit rate 0.1% among 320,000;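 in the data active means inhibition above about 50%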;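 further: GST-tagged GSK-3 alpha with peptide substrate and 25 µM ATP; 0% = DMSO neutral wells and 100% = GW8510 positive control wells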
# Target sequence (P49840 whole entry, looked up): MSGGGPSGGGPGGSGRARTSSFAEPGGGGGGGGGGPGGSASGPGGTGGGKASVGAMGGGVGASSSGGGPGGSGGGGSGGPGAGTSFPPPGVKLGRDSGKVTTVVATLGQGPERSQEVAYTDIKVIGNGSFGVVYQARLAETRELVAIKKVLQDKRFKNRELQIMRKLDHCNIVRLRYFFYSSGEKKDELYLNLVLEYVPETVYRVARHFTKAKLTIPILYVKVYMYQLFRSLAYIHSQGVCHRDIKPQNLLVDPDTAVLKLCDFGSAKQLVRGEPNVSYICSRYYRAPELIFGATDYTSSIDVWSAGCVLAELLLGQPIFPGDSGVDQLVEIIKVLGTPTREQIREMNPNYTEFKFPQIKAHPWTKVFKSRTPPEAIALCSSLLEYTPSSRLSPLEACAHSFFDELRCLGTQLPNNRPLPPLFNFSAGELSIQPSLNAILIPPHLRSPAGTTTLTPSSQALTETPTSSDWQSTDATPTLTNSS
# AI-2 QS modul: modulators of Vibrio harveyi AI-2 quorum sensing system | Vibrio harveyi JMH597 AI-2 luminescence/OD600 ratio, 9 h; stronger effect = lower value; strain lacks LuxN and CqsS sensors; 0 = neutral-control median | activity change, % at 7.5 µM | AID 2094 | hit rate 0.4% among 300,000; in the data active means activity change below about -75%, passing the limit was not always enough; inconclusive means no clear call, values can overlap the other calls;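 further: luminescence divided by OD600 gain over 9 h not by final OD600 alone; inactives centre near 13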
# Platelet DG rel: modulates dense granule release in human platelets | inhibition, %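 (compounds screened at 7.5 µM in platelet-rich plasma)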 | hit rate 0.22% among 300,000 | AID 1663 | human platelet-rich plasma, SFLLRN dense granule ATP release, luminescence;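 active means mean replicate score, as percent of positive control, at or above 50; inconclusive means mean below 50 but at least one replicate at or above 50; inactive means mean and every replicate below 50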
# HSF1 inhib: HSF1 inhibition; NIH3T3-HGL HSE-luciferase, MG132-induced, luminescence 8 h; stronger effect = lower value; activity change, negative = inhibition, % at 7.5 µM (by protocol); hit rate 0.77% among 300,000;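 active means more than half of replicate wells show activity change below -50%, luminescence cut by over half; inconclusive means some wells, but at most half, below -50%; inactive means no replicate well below -50%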;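 further: luciferase reports HSF-1 transcriptional activity via heat shock element; 0% = median of DMSO wells and -100% = zero luminescence signal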
# * hit, by the source's call; i = inactive; ? = inconclusive; . = no result given. These rows are one share of the data (hit frequency here may not be typical).
SMILES,PolyA inh,GSK3beta inhib,HSP90 inh,HDAC3 inhib,DYRK1A inh,HSF-1 act,GSK3 alpha inh,AI-2 QS modul,Platelet DG rel,HSF1 inhib
O=C(CCC1CCCN(C(=O)c2ccoc2)C1)NCc1ccccc1F (centres undefined),i,-0.7,-3.5,-2.7,7.9,12.0,-5.7,20.4,4.4,-2.5
O=C1CC(c2cccc(Oc3ccccc3)c2)NC(=O)N1 (centres undefined),i,-17.5,0.8,6.7,2.9,-25.1,-10.5,7.7,-7.0,-11.2
CCS(=O)CC(=O)Nc1c(-c2ccccc2)oc2ccccc2c1=O (centres undefined),i,-1.0,3.5,3.7,.,-1.1,-0.5,14.1,-1.7,0.2
Cc1cc2oc3c(c(=O)c2cc1C)C(c1ccc(F)cc1)N(CCCN1CCOCC1)C3=O (centres undefined),i,0.3,-1.3,1.0,5.9,19.4,-1.5,16.0,7.5,13.3
COc1cc(/C=N\NC(=O)CNC(=O)C2COc3ccccc3O2)ccc1O (centres undefined),i,-3.5,0.8,4.9,-1.4,-3.7,2.1,4.8,-5.6,-0.3
COc1ccc(C/C(C)=N/NC(=O)c2cc(C)oc2C)cc1,i,-1.9,0.2,4.0,-0.3,22.0,3.2,27.6,-12.8,17.6
Cc1cc(C)c2oc(-c3ccc(C)c(NC(=S)NC(=O)/C=C/c4ccco4)c3)nc2c1,i,2.5,3.9,0.5,-14.0,?,0.8,21.2,-0.4,30.1
CCOc1ccc(/C=C2\SC(=S)N(NS(=O)(=O)c3ccccc3)C2=O)cc1OC,i,5.6,0.2,.,-4.4,-12.0,-10.5,50.2,7.9,-1.1
Cc1cccc(Nc2c([N+](=O)[O-])ccc3nonc23)c1,i,1.2,-0.3,-9.8,-4.8,-6.8,0.1,-2.6,-1.4,-0.1
Cc1ccc(NC(=O)N2CCCCC2)cc1[N+](=O)[O-],i,-0.1,1.5,-2.3,3.2,14.6,-1.0,23.8,1.9,-5.7
COc1ccc(S(=O)(=O)N2CCOC2CNC(=O)C(=O)NCCCN2CCOCC2)cc1OC (centres undefined),i,1.0,0.8,0.4,-13.7,5.3,-4.0,15.9,-2.0,-4.8
O=C(/C=C/c1cccc(Cl)c1)NCc1ccccc1,i,-0.9,2.6,-5.9,10.9,12.7,-3.2,-89.2*,-2.5,4.0
Cc1ccc(NC(=O)c2sc(N)nc2C)cc1,i,-1.9,-3.4,4.7,-0.6,6.3,-0.6,0.8,-0.2,8.7
CS(=O)(=O)c1cccc(C(=O)Nc2cccc(-c3nc4ccccc4[nH]3)c2)c1,i,2.3,-7.5,5.7,12.0,8.9,1.8,32.5,-2.8,3.2
COc1ccc(C(N)=O)cc1NC(=O)c1cccc(F)c1,i,-0.5,-1.1,-4.4,-4.3,-4.9,-2.0,47.5,?,-4.3
Cc1ccccc1-c1cc(C(=O)Nc2sc(C(=O)OC(C)C)c(C)c2C#N)c2ccccc2n1,i,1.3,-0.9,2.0,2.2,11.2,-2.5,25.0,-5.1,19.2
CC(=O)Nc1ccc(S(=O)(=O)N2CCC(Oc3ccc(-n4cnnn4)cc3)CC2)cc1,i,1.8,-5.7,15.9,-10.2,-23.0,-2.7,4.9,8.1,-4.9
COc1ccccc1CCN=C(N)NS(=O)(=O)c1ccc(F)cc1,i,-0.7,-1.3,9.7,.,-13.7,0.4,9.0,4.8,-5.4
Cc1c(N2CCCC2)cc2c(c1N)C(C)(C)CC2(C)C,i,-0.2,3.5,2.5,-5.9,14.5,-3.9,4.6,-2.9,1.2
CCC(C)n1c(-c2cccs2)nc2nc3ccccc3nc21 (centres undefined),i,-4.2,-1.2,-12.0,27.0,16.1,-2.4,20.4,9.2,-3.3
O=C(Cn1nc(-c2ccccc2)c2ccccc2c1=O)Nc1ccccn1,i,0.3,0.2,-0.7,6.0,14.1,-0.7,8.0,-1.7,6.3
CC1CCc2cc(F)ccc2N1C(=O)C1(C)CC1(Cl)Cl (centres undefined),i,-3.2,0.8,0.1,-12.3,-6.9,3.4,-2.9,-6.0,2.7
Cc1onc(-c2c(Cl)cccc2Cl)c1NC(=O)NN(C)c1ccc([N+](=O)[O-])cn1,i,-0.4,0.4,-0.2,-14.6,4.8,7.2,19.8,11.0,-2.4
COC(=O)c1c(NC(=O)C2SC(=NC3CCCCC3)C(C(N)=O)=C2N)sc2c1CCCC2 (centres undefined),i,-5.8,2.3,1.0,.,12.2,-2.2,-8.0,-17.8,0.0
CC1(C)C=C2[C@H]3CC[C@@H]4[C@@]5(C)CCC(=O)C(C)(C)[C@@H]5CC[C@@]4(C)[C@]3(C)CC[C@@]2(C(=O)O)CC1,i,-0.4,-3.6,-11.0,-4.4,-6.1,0.2,22.7,-0.9,-2.4
Cc1ccc(C)c(N(C(=O)Cn2nnc(-c3cccs3)n2)C(C(=O)NC2CCCC2)c2ccncc2)c1 (centres undefined),i,-2.7,2.1,3.5,0.3,11.7,-27.8,6.8,-3.7,6.2
COc1cccc(CNC(=O)CCCn2nc(C)c3c(C)n(-c4ccccc4)nc3c2=O)c1,i,-0.3,-4.6,-5.6,0.3,-6.7,-0.4,11.8,-7.0,4.2
C/C(=N\NC(=O)c1ccncc1)c1cccnc1,i,-0.9,0.3,-0.6,8.1,-15.9,0.3,16.1,-8.0,-7.4
Cc1ccc(C(=O)Nc2ccccc2N2CCCCC2)cc1,i,1.5,-6.5,3.8,4.5,-5.5,-1.5,6.2,-2.1,1.5
COC(=O)CSc1nc2c(c(-c3ccc(O)cc3)c1C#N)CCCC2,i,4.6,4.4,2.0,0.8,-4.7,-2.3,-19.9,11.3,0.1
CCCc1cc(=O)oc2cc(C)cc(OCC(=O)N3CCC(C(N)=O)CC3)c12,i,1.9,0.1,-21.5,0.8,6.3,11.8,13.4,2.3,-1.2
O=c1[nH]c(SCc2nc3ccccc3c(=O)n2-c2ccccc2C(F)(F)F)nc2ccccc12,i,-0.2,3.0,10.5,16.4,.,-1.4,13.5,-3.0,.
COCCn1c(-c2ccc(-c3ccccc3Cl)o2)nc2c1c(=O)[nH]c(=O)n2CC(C)C,i,-1.8,0.1,0.9,-4.6,9.4,0.8,9.4,3.8,5.8
O=C(N/N=C/c1ccc(C(=O)O)cc1)C(=O)N1CCCCCC1,i,-2.8,-0.1,-3.3,2.6,-19.8,-2.3,34.3,8.8,-4.4
NS(=O)(=O)c1ccc(-c2ccc(/C=C3\C(=O)Nc4ccccc43)o2)cc1,i,0.5,-5.4,-2.5,.,-4.3,-1.7,13.1,-5.9,-6.4
Cc1ccc(O)c(C2=Nc3ccccc3C2(C)C)c1,i,1.9,3.7,13.2,0.1,32.8,4.4,29.4,3.4,22.4
C/C(=N\NC(N)=S)c1ccc2c(c1)OCCO2,i,2.5,-1.2,3.0,0.9,-24.5,5.0,22.5,14.7,-2.8
CSCCC(C(=O)N1CC2(C)CC1CC(C)(C)C2)N1C(=O)c2ccccc2C1=O (centres undefined),i,1.3,-1.4,1.7,2.5,1.5,2.4,8.7,.,3.8
COCCNC(=O)CSc1c2c(nc3ccc(Cl)cc13)CCCC2,i,-1.9,0.0,-5.2,-0.2,107.4*,4.2,1.3,0.2,51.2
Cc1c(NC(=O)Nc2ccc(Cl)c(Cl)c2)sc(=S)n1C,i,0.8,0.7,13.0,9.2,21.1,-0.8,40.0,-16.3,0.8

# AI-2 QS modul, entries above that show a hit.
SMILES,PolyA inh,GSK3beta inhib,HSP90 inh,HDAC3 inhib,DYRK1A inh,HSF-1 act,GSK3 alpha inh,AI-2 QS modul,Platelet DG rel,HSF1 inhib
O=C(/C=C/c1cccc(Cl)c1)NCc1ccccc1,i,-0.9,2.6,-5.9,10.9,12.7,-3.2,-89.2*,-2.5,4.0

# Carrying on:
SMILES,PolyA inh,GSK3beta inhib,HSP90 inh,HDAC3 inhib,DYRK1A inh,HSF-1 act,GSK3 alpha inh,AI-2 QS modul,Platelet DG rel,HSF1 inhib
COc1ccc(NC(=S)NC(=O)c2csnn2)cc1,i,-4.4,-2.1,-1.8,-1.7,-2.8,-1.6,3.1,-6.9,-2.7
COc1ccc(/C=N/NC(=O)c2cccc(Br)c2)cc1CSc1ccccn1,i,2.1,-0.3,3.1,-3.0,24.0,-1.8,11.3,-2.0,1.0
c1ccc(-c2cc(-c3nc4ccccc4[nH]3)c3ccccc3n2)cc1,i,0.8,1.0,-15.6,-0.3,3.8,-0.7,10.3,-4.4,-1.8
Cc1cccc(C(=O)NCCC(=O)Nc2ccc(F)c([N+](=O)[O-])c2)c1,i,-3.0,-2.3,6.1,5.1,4.5,-1.9,19.7,-1.2,7.4
COc1ccc(CNC(=O)C/C(C)=N/NC(=O)Cc2ccc(OC)cc2)cc1,i,-0.4,-1.3,-2.4,-1.4,16.5,-1.3,19.2,1.2,-1.6
CSCCCNC(=S)N1CCc2ccccc2C1,i,1.4,2.0,-6.0,15.9,11.8,-7.3,7.6,5.0,0.6
CC(=O)c1sccc1NC(=O)c1ccccc1C(=O)O,i,8.0,3.0,-1.0,-18.9,7.6,-4.9,19.9,-0.8,-0.7
CS(=O)(=O)N1CCc2cc(S(=O)(=O)NCCNS(=O)(=O)c3ccc4c(c3)CCN4S(C)(=O)=O)ccc21,i,-3.1,-2.2,0.3,7.6,-4.6,-2.0,28.9,3.3,-4.2
O=C(NS(=O)(=O)Oc1ccccc1F)OC[C@@H]1CCCN2CCCCC12 (some centres undefined),i,-1.4,-2.4,-5.5,8.9,1.1,-2.2,0.5,4.9,7.4
O=C(CSc1ccc2nnc(-c3ccccn3)n2n1)NCC1CCCO1 (centres undefined),i,4.4,-1.3,-15.6,-1.6,0.6,-3.3,9.3,20.0,-3.5
O=C(NCCOc1ccc(F)cc1)C1CCC(=O)N(CCc2ccccn2)C1 (centres undefined),i,3.4,-3.4,1.4,.,2.3,0.1,6.5,-4.4,-3.7
COc1ccc(N(CC(=O)Nc2ccccc2OC)S(=O)(=O)c2ccc(NC(C)=O)cc2)cc1,i,-0.7,5.1,-0.7,4.4,-0.7,0.2,-3.8,-0.3,5.2
Cc1oc(-c2ccccc2)cc1C(=O)Nc1cccc(/C=C\C(=O)O)c1,i,3.0,-1.4,6.0,17.8,29.7,-3.3,16.1,3.3,-3.5
CCC1OC2(C)OC(=N)C1(C#N)C(C#N)(C#N)C2c1ccccc1 (centres undefined),i,-0.7,3.6,-23.8,-0.5,6.8,-0.7,24.7,-0.3,2.3
Cn1ccnc1C(=O)c1cc(SCC(=O)N2CCOCC2)nc2ccccc12,i,-1.8,-1.0,4.5,-3.0,2.2,-7.7,12.1,-12.4,-3.6
O=C(CCN1C(=O)/C(=C/c2ccc(Cl)cc2)SC1=S)Nc1cccnc1,i,2.1,-0.5,-3.5,-3.7,5.6,-1.4,11.3,-4.0,-2.7
Cc1cc(C)cc(OCCNC(=O)c2cc(S(=O)(=O)N3CCOCC3)ccc2F)c1,i,.,3.0,0.3,-2.8,16.5,-0.4,.,-7.1,-3.3
